Compound activity from PubChem.
PriA SSB inh: K. pneumoniae PriA-SSBct interaction inhibition | 430,000 compounds, 0.6% hits | inhibition, % at 33 µM | AlphaScreen SSBct-PriA binding, biotinylated peptide; in the data active = inhibition mostly above about 37%, no sharp cut-off; inactive = mostly below about 20%;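 also: plate controls were negative control peptide for no effect and reference peptide for full effect; strong numbers were not always called active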
Yp Topo-I inh: inhibitors of Yersinia pestis topoisomerase I; Y. pestis Topo-I cleavage product accumulation, plate reader; activity, % at 10 µM; 360,000 compounds, 0.064% hits; in the data active = activity above about 50%, passing the limit was not always enough; also: inactives centre near 2
BH1578 lux ind: quorum light induction in luxS cqsA deficient V. cholerae; V. cholerae BH1578 lux reporter, luminescence, 6 h; activation, % at 18.7 µM; 350,000 compounds, 0.16% hits; in the data active = activation mostly above about 9.7%, no sharp cut-off; also: not every result past the cut was called active; inactives centre near 0; reference of the scale not given here
TcdB inh: TcdB glycohydrolase inhibition; P18177; TcdB glycohydrolase enzymatic assay, plate reader; inhibition, % at 9.99 µM; 350,000 compounds, 0.24% hits; AID 652162; in the data active = inhibition above about 10%
VHR inh abs: blocks human VHR1 dual specificity phosphatase; P51452; recombinant VHR phosphatase, pNPP absorbance; inhibition, % at 13.3 µM; 290,000 compounds, 0.52% hits; AID 1654; in the data active = inhibition above about 50%; also: some compounds called inactive have numbers as strong as hits
Target sequence (P51452 whole entry, looked up): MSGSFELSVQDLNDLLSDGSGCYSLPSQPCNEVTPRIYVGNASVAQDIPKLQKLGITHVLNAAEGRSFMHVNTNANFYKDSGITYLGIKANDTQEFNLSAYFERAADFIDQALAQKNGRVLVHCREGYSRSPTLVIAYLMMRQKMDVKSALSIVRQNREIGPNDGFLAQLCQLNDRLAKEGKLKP
PrPC surface inh: inhibitors of human cell surface prion protein PrPC; P04156; TR-FRET read-out; inhibition, % at 13.8 µM; 370,000 compounds, 0.43% hits; in the data active = inhibition above about 24%; also: 0% = median of the test wells and 100% = reference compound wells
MazF activator: activators of E. coli MazEF toxin-antitoxin RNase; AID 504720; 350,000 compounds, 0.32% hits; activation, % at 20 µM; FAM/BHQ RNA-DNA oligo cleavage fluorescence, 5 h; in the data active = activation above about 50%
Target sequence (P0AE70 whole entry, looked up): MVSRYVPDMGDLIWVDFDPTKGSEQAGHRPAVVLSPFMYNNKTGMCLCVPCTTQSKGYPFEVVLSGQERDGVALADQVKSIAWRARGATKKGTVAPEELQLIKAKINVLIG
SARS 3CLpro inh: SARS-CoV 3CLpro protease inhibition; P0C6X7; recombinant SARS-CoV 3CLpro, quenched FRET peptide cleavage; inhibition, % at 6 µM; 290,000 compounds, 0.14% hits; AID 1706; in the data active = inhibition above about 12%
Rv3671c protease: inhibits the M. tuberculosis serine protease Rv3671c | P9WHR9 | inhibition, % at 5.96 µM | 320,000 compounds, 0.048% hits | AID 2606; in the data active = inhibition above about 38%;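 also: extracellular domain of Rv3671c used as enzyme; 0% = enzyme with DMSO and 100% = no enzyme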
Target sequence (P9WHR9 whole entry, looked up, the tested form may be a part): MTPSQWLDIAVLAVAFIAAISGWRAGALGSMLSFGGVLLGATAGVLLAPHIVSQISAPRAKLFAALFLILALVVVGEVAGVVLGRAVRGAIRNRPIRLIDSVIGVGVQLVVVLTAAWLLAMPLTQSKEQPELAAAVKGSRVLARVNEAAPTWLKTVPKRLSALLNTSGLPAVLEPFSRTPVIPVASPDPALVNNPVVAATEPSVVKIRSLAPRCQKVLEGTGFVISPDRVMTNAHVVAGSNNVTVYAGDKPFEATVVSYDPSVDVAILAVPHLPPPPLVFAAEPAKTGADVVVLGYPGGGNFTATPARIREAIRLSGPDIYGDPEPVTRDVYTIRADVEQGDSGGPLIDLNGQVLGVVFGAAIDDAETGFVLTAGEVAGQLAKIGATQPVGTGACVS
CCHFV vOTU inh: blocks the CCHF virus ovarian tumor domain protease | 370,000 compounds, 0.55% hits | inhibition, % at 11.5 µM | CCHFV vOTU protease, Pep-AMC fluorescence | AID 651958; in the data active = inhibition above about 30%; also: 0% = vehicle wells with enzyme and 100% = no enzyme wells
* marks the source's active call; other numbers are inactive results; i = inactive; x = no result given; & = joins results of further samples.

#1 c1ccc2c(c1)CC1(CCCC1)n1nnnc1-2
#2 COc1ccc(/C=C/C(=O)C(C)(C)C)cc1OC
#3 COC(=O)C1=C(C)N(Cc2ccccc2)C(=NCc2ccc3c(c2)OCO3)N[C@H]1c1ccccc1
#4 C[C@@H]1O[C@@H](O[C@@H]2[C@@H](O)[C@H](OCCc3ccc(O)c(O)c3)O[C@H](CO)[C@H]2OC(=O)/C=C/c2ccc(O)c(O)c2)[C@H](O)[C@H](O)[C@H]1O
#5 Cn1cc(/C=C/c2cc[n+](C)cc2)c2cc(F)ccc21
#6 CCOc1ccc(Br)cc1S(=O)(=O)Nc1ccc(C(=O)Nc2ccccc2OC)cc1
#7 O=C(C1CCCN(Cc2ccc(F)cc2)C1)N1CCCCC1 (stereo unspecified)
#8 c1nc(NC2CCCC2)c2[nH]cnc2n1
#9 COCCn1c(SCC(=O)N2CCCC2)nnc1-c1ccco1
#10 CCCn1c(SCC(=O)NCc2ccco2)nc2c1c(=O)n(C)c(=O)n2C

compound no.	1	2	3	4	5	6	7	8	9	10
PriA SSB inh	-1	-3	7	-1	-21	3	6	-13	-7	-8
Yp Topo-I inh	2	10	24	3	-4	5	2	-1	6	1
BH1578 lux ind	i	i	i	-0.2	-0.3	-0.7	i	-0.2	-0.2	1.4
TcdB inh	x	-0.2	9.0	-9.1	9.8	8.1	-1.8	-3.1	-0.1	x
VHR inh abs	32	10	x	x	12	5	23	8	-19	-2
PrPC surface inh	7	3	-6	-3	x	15	12	9	-12	-3
MazF activator	-2	3	17	8	i	-7	9	1	8	5
SARS 3CLpro inh	1	-2	x	x	-19	6	0	0	1	-3
Rv3671c protease	7	x	5	-5	-2	-30	0	-2	-3	-7
CCHFV vOTU inh	-1	-1	0	4	x	7	-10	1	15	-4

One compound at a time, from the list above. Order of values: PriA SSB inh	Yp Topo-I inh	BH1578 lux ind	TcdB inh	VHR inh abs	PrPC surface inh	MazF activator	SARS 3CLpro inh	Rv3671c protease	CCHFV vOTU inh
Cn1cc(/C=C/c2cc[n+](C)cc2)c2cc(F)ccc21 is listed as -21	-4	-0.3	9.8	12	x	i	-19	-2	x
CCOc1ccc(Br)cc1S(=O)(=O)Nc1ccc(C(=O)Nc2ccccc2OC)cc1 is listed as 3	5	-0.7	8.1	5	15	-7	6	-30	7

The list goes on:
#11 CCOc1ccc2cc(C#N)c(SCC(=O)N3CCOCC3)nc2c1
#12 O=C(Nc1ccc2c(c1)OCO2)C1CC(=O)N(c2ccc(F)cc2)C1 (stereo unspecified)
#13 Cc1c(NC(=O)C(C)OC(=O)c2cccs2)c(=O)n(-c2ccccc2)n1C (stereo unspecified)
#14 CCN(CC)C(=O)[C@H]1CC(CC(=O)NCCC2=CCCCC2)C(=O)N2CCc3c([nH]c4ccccc34)[C@]12C (stereo partly specified)
#15 CC(=O)NCCNc1nc2cc(-c3ccccc3C)sc2c(=O)n1C
#16 O=C(NC1CCCC1)C1CC(=O)N(c2ccccc2)C1 (stereo unspecified)
#17 Cc1sc(NC(=O)C2CCCC2)c(C#N)c1C
#18 Cn1nnnc1SCC(=O)Nc1ccccc1C(=O)NCc1ccccc1
#19 Oc1ccccc1-[n+]1c(-c2ccccc2)cc(-c2ccccc2)c(O)c1-c1ccccc1
#20 Cc1ccccc1OCCCn1c(=O)sc2ccccc21

compound no.	11	12	13	14	15	16	17	18	19	20
PriA SSB inh	-1	-10	-17	10	x	-7	-2	-2	10	-1
Yp Topo-I inh	11	2	1	36	9	12	5	9	20	35
BH1578 lux ind	i	-0.3	-2.3	i	i	-0.2	-0.5	i	-1.2	-1.6
TcdB inh	1.4	-0.4	-2.4	1.9	1.4	0.7	3.0	0.0	-0.8	x
VHR inh abs	-8	-5	-1	x	x	0	-2	20	x	10
PrPC surface inh	-7	16	5	-1	7	4	1	-3	-2	5
MazF activator	-2	15	-7	3	x	7	-2	1	-10	2
SARS 3CLpro inh	4	6	-1	x	x	4	3	5	x	4
Rv3671c protease	-10	4	-8	-2	x	-2	-1	-3	-4	3
CCHFV vOTU inh	-27	-10	-4	9	-10	-4	8	8	15	12

#21 Cc1cc(O)cc(O)c1C(=O)Cc1ccccc1
#22 COc1ccc(Cn2cc([N+](=O)[O-])nc2C)cc1[N+](=O)[O-]
#23 CNS(=O)(=O)c1ccc(NC(=O)Nc2ccc3c(c2)OCO3)cc1
#24 Cn1nnnc1NCc1cccc(Cl)c1Cl
#25 CCOC(=O)c1cc2sccc2n1CC(=O)Nc1ccc(OC)c(OC)c1
#26 OCC1(Cc2cccc(F)c2)CCN(Cc2ccc3cccc(F)c3n2)CC1
#27 Cc1ccc(NC(=O)C2CCN(S(C)(=O)=O)CC2)cc1C
#28 CN(CCNS(=O)(=O)c1ccc2c(c1)oc(=O)n2C)Cc1ccccc1
#29 CCOC(=O)c1sc(NC(=O)CSc2nnnn2-c2ccccc2)c(C(=O)OCC)c1C
#30 CCC(=O)NC(c1ccccc1)c1c(OC(C)=O)ccc2ccccc12 (stereo unspecified)

compound no.	21	22	23	24	25	26	27	28	29	30
PriA SSB inh	-10	0	9	-6	-18	-7	-8	-22	-5&-1	12
Yp Topo-I inh	-7	3	-7	4	5	7	0	4	3	-3
BH1578 lux ind	-0.3	i	-0.2	i	i	0.4	-2.0	-0.2	-0.1	i
TcdB inh	2.8	-1.2	1.1	0.2	1.4	0.5	x	0.0	x	0.1
VHR inh abs	-2	39	6	12	-10	44	12	-5	-11	16
PrPC surface inh	-5	-15	18	10	-6	-9	-1	-9	x	2
MazF activator	3	-2	4	2	-10	-2	-7	0	-10	3
SARS 3CLpro inh	7	-1	-1	2	-4	4	2	-1	6	5
Rv3671c protease	-8	-4	x	6	-4	-6	-3	8	1	5
CCHFV vOTU inh	-5	3	-1	-13	9	4	-10	5	x	0

#31 COc1ccccc1N1CCN(S(=O)(=O)CCNC(=O)CC2CCCCC2)CC1
#32 Cc1ccc(-n2nc3c(=O)n(C(C)C(=O)NCc4ccco4)nc(C)c3c2C)cc1 (stereo unspecified)
#33 CCC1CCCCN1C(=O)CSc1nnc(-c2cccc(Cl)c2)o1 (stereo unspecified)
#34 O=C1CSC(=S)N1Cc1ccccc1
#35 O=C1Nc2ccccc2/C1=N\N=C\c1ccc(O)c(O)c1
#36 Cc1ccc(S(=O)(=O)N2CCC[C@H]2C(=O)NC2=NCCS2)cc1
#37 CCOC(=O)C1(Cc2ccc(OC)cc2)CCN(C(=O)CN2CCOC2=O)CC1
#38 CN(C)c1ccc(NC(=O)Nc2ccc3c(c2)c(=O)n(C)n3Cc2ccc(Cl)cc2)cc1
#39 Cn1c(=O)c2c(nc(N3CCN(Cc4ccccc4)CC3)n2CCCc2ccccc2)n(C)c1=O
#40 CCOc1ccc(NC(=O)C2CCCN2S(=O)(=O)c2ccc(OCC)cc2)cc1 (stereo unspecified)

compound no.	31	32	33	34	35	36	37	38	39	40
PriA SSB inh	-4	-1	-15	x	x	-6	-16	x	-18	-3
Yp Topo-I inh	3	4	12	1	-15	-6	4	-3	15	3
BH1578 lux ind	-0.5	i	i	i	-0.6	8.4	0.6	i	-2.6	i
TcdB inh	2.2	0.5	-0.2	-3.3	-1.8	0.9	1.4	-2.6	x	0.5
VHR inh abs	x	28	7	x	34	x	30	x	6	-5
PrPC surface inh	7	-4	-4	11	-15	7	-7	17	3	4
MazF activator	7	2	-1	2	6	1	2	x	5	4
SARS 3CLpro inh	x	-1	-3	x	0	x	0	x	-5	0
Rv3671c protease	-6	-3	8	x	2	x	-3	x	-1	-4
CCHFV vOTU inh	0	14	7	20	33*	4	0	13	-1	27

From entry 28 to 40, as listed above:
#28 CN(CCNS(=O)(=O)c1ccc2c(c1)oc(=O)n2C)Cc1ccccc1
#29 CCOC(=O)c1sc(NC(=O)CSc2nnnn2-c2ccccc2)c(C(=O)OCC)c1C
#30 CCC(=O)NC(c1ccccc1)c1c(OC(C)=O)ccc2ccccc12 (stereo unspecified)
#31 COc1ccccc1N1CCN(S(=O)(=O)CCNC(=O)CC2CCCCC2)CC1
#32 Cc1ccc(-n2nc3c(=O)n(C(C)C(=O)NCc4ccco4)nc(C)c3c2C)cc1 (stereo unspecified)
#33 CCC1CCCCN1C(=O)CSc1nnc(-c2cccc(Cl)c2)o1 (stereo unspecified)
#34 O=C1CSC(=S)N1Cc1ccccc1
#35 O=C1Nc2ccccc2/C1=N\N=C\c1ccc(O)c(O)c1
#36 Cc1ccc(S(=O)(=O)N2CCC[C@H]2C(=O)NC2=NCCS2)cc1
#37 CCOC(=O)C1(Cc2ccc(OC)cc2)CCN(C(=O)CN2CCOC2=O)CC1
#38 CN(C)c1ccc(NC(=O)Nc2ccc3c(c2)c(=O)n(C)n3Cc2ccc(Cl)cc2)cc1
#39 Cn1c(=O)c2c(nc(N3CCN(Cc4ccccc4)CC3)n2CCCc2ccccc2)n(C)c1=O

compound no.	28	29	30	31	32	33	34	35	36	37	38	39
PriA SSB inh	-22	-5&-1	12	-4	-1	-15	x	x	-6	-16	x	-18
Yp Topo-I inh	4	3	-3	3	4	12	1	-15	-6	4	-3	15
BH1578 lux ind	-0.2	-0.1	i	-0.5	i	i	i	-0.6	8.4	0.6	i	-2.6
TcdB inh	0.0	x	0.1	2.2	0.5	-0.2	-3.3	-1.8	0.9	1.4	-2.6	x
VHR inh abs	-5	-11	16	x	28	7	x	34	x	30	x	6
PrPC surface inh	-9	x	2	7	-4	-4	11	-15	7	-7	17	3
MazF activator	0	-10	3	7	2	-1	2	6	1	2	x	5
SARS 3CLpro inh	-1	6	5	x	-1	-3	x	0	x	0	x	-5
Rv3671c protease	8	1	5	-6	-3	8	x	2	x	-3	x	-1
CCHFV vOTU inh	5	x	0	0	14	7	20	33*	4	0	13	-1

#40 CCOc1ccc(NC(=O)C2CCCN2S(=O)(=O)c2ccc(OCC)cc2)cc1 (stereo unspecified)

compound no.	40
PriA SSB inh	-3
Yp Topo-I inh	3
BH1578 lux ind	i
TcdB inh	0.5
VHR inh abs	-5
PrPC surface inh	4
MazF activator	4
SARS 3CLpro inh	0
Rv3671c protease	-4
CCHFV vOTU inh	27

Additional records.
#41 CCCC(=O)Nc1ccc(-c2csc(-c3cccnc3)n2)cc1
#42 CC1=C(C(=O)Nc2cc(C(=O)NCCCOC(C)C)ccc2C)SCCO1
#43 Cc1ccc(S(=O)(=O)CC(=O)c2ccc3c(c2)OCCO3)cc1
#44 CSc1ccccc1NC(=O)CN1CCN(c2ccccn2)CC1
#45 CCOC(=O)CC(=O)CSc1ccc2nnc(-c3ccc(F)cc3)n2n1
#46 CCOc1ccc(OCC(=O)OCC(=O)NCC2CCCO2)cc1 (stereo unspecified)
#47 COc1cccc(NC(=O)CSc2nnc(-c3ccc(C)cc3)o2)c1
#48 Cc1cccc(N2CCN(C(=O)Cn3cccc3C(=O)c3ccccc3)CC2)c1C
#49 COC(=O)C1=C(c2ccc(F)cc2OCc2ccccc2)C[C@@H]2CC[C@H]1N2C(=O)N1CCC(O)(c2ccc(Cl)cc2)CC1
#50 CCN(CC)CCCn1c(C)cc2c(c1=O)C(c1ccc(OC)c(OC)c1OC)C(C#N)=C(N)O2 (stereo unspecified)
#51 O=C(O)c1ccc(Nc2c3ccccc3nc3ccccc23)cc1

compound no.	41	42	43	44	45	46	47	48	49	50	51
PriA SSB inh	-19	8	5	-14	16&-29	-1	13	-4	6	-32	8
Yp Topo-I inh	13	-7	1	6	-2	1	9	2	43	-1	1
BH1578 lux ind	-0.2	-0.3	-0.8	3.2	-3.7	-4.2	i	21	-0.3	i	-2.1
TcdB inh	0.6	-0.5	-1.6	-0.2	x	1.1	-6.8	x	1.2	x	-0.2
VHR inh abs	8	-6	29	14	11	x	-9	2	x	8	10
PrPC surface inh	-3	6	-7	2	-19	-4	6	2	6	2	-2
MazF activator	-29	2	12	4	-3	6	-10	2	-2	7	-3
SARS 3CLpro inh	10	2	-3	-2	9	x	-1	1	x	-4	2
Rv3671c protease	x	-3	-1	4	0	-2	-10	-6	-10	6	2
CCHFV vOTU inh	15	0	-3	-19	7	6	0	-4	17	-5	-179

Some of the compounds tested; rates above refer to the full screens.
